Screens deposited in PubChem BioAssay by University of Kansas High Throughput Screening Laboratory.
Pf apPOL inh – Pf-apPOL DNA polymerase inhibition; 210,000 compounds, 0.25% hits; inhibition, % at 10 µM; AID 1794808; Recombinant Pf-apPOL, molecular beacon fluorescence, 1.5 h
mHTT CaM bind – mHTT-calmodulin interaction abrogation | P42858 | AlphaScreen His-mHTT/GST-CaM binding, luminescence | inhibition, % at 15 µM | 190,000 compounds, 3.6% hits | AID 1671202;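 note: 0% = both proteins with DMSO and 100% = one protein alone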
* = called active by the depositor; & = joins results of further samples. Cut-off read from the data, not from the text of the source: active = inhibition above about 50%; inactive = the rest.

`Cc1ccc(CNC(=O)OC(C)(C)C)c(/C=C/S(=O)(=O)NCCc2ccccc2)c1` gave Pf apPOL inh -4.3 and mHTT CaM bind 7.8.
`COc1ccc(Br)cc1/C=c1\sc2nnc(-c3ccccc3)n2c1=O` gave Pf apPOL inh -15.2 and mHTT CaM bind 0.0.
For COc1ccc(NS(=O)(=O)c2ccc3c(c2)OCCO3)cc1OC the results were Pf apPOL inh -7.7 and mHTT CaM bind 0.7.
`Cc1ccc(CNC(=O)C2CC(=O)N(CCc3ccccc3)C2)cc1C` (configuration not stated) gave Pf apPOL inh -8.0 and mHTT CaM bind -1.9.
Screening Cc1ccc(CNC(=O)c2cnc3c(c(C)nn3C)c2Nc2ccc(C)cc2)cc1 returned Pf apPOL inh -1.9 and mHTT CaM bind 24.6.
`O=C1CCN(Cc2ccccc2)CCN1CCSc1ccccc1` gave Pf apPOL inh -6.9&-3.1 and mHTT CaM bind -2.4&14.5.
`Cc1nc(N(C)N)c(C#N)c(C)c1Cl` gave mHTT CaM bind -1.8.
CCCC(=O)Nc1cccc(NC(=O)c2cc(Br)ccc2Cl)c1 was read as Pf apPOL inh 2.4 and mHTT CaM bind 1.3.
`CCCNC(=O)C1CC(C)=NO1` (configuration not stated) gave Pf apPOL inh -8.5 and mHTT CaM bind 0.3.
C(=NOCc1nnc(-c2ccc3ccccc3c2)o1)c1cccc2c1OCO2 was read as Pf apPOL inh -1.3.
For Cc1ccccc1-c1nn2c(-c3n[nH]c4c3CCC4)nnc2s1 the results were mHTT CaM bind 1.5.
For O=C(O)C1CCCCC1C(=O)NCc1ccc(Cl)cc1 (configuration not stated) the results were Pf apPOL inh 2.3 and mHTT CaM bind 0.4.
For COc1ccc(/C=C/c2nc(=O)cc(-c3ccccc3)o2)cc1 the results were Pf apPOL inh 1.7 and mHTT CaM bind 37.0.
`C=CCn1c(SCc2ccc3c(c2)OCO3)nc2sc3c(c2c1=O)CCC3` gave Pf apPOL inh -6.6 and mHTT CaM bind -4.1.
Screening Cc1ccc(S(=O)(=O)N2CC(=O)Nc3ccccc32)cc1 returned Pf apPOL inh -1.5 and mHTT CaM bind -3.7.
COc1cc(NC(=O)C2CCN(c3cc(=O)n(C)c(=O)n3C)CC2)cc(OC)c1OC was read as Pf apPOL inh -2.9 and mHTT CaM bind 36.7.
CS(=O)(=O)N1CCN(CCNC(=O)NCCc2ccccc2)CC1 was read as Pf apPOL inh -1.2 and mHTT CaM bind -9.5.
`O=C(NC1CCN(Cc2ccccc2)CC1)C1=Cc2cc(Cl)ccc2OC1` gave Pf apPOL inh -6.9.
For COc1ccccc1/C=C(\C#N)c1nc(-c2ccc(OC)c(OC)c2)cs1 the results were Pf apPOL inh 1.6 and mHTT CaM bind -0.8.
`Cc1cccc(N2C(=O)c3ccccc3C2C(=O)NC2CCCCC2)c1C` (configuration not stated) gave Pf apPOL inh -13.1 and mHTT CaM bind 40.0.

Of the compounds above, two have a cyano group.
`Cc1nc(N(C)N)c(C#N)c(C)c1Cl` gave mHTT CaM bind -1.8.
For COc1ccccc1/C=C(\C#N)c1nc(-c2ccc(OC)c(OC)c2)cs1 the results were Pf apPOL inh 1.6 and mHTT CaM bind -0.8.

An excerpt from above in order of count of non-hydrogen atoms, smallest number first.
For O=C(O)C1CCCCC1C(=O)NCc1ccc(Cl)cc1 (configuration not stated) the results were Pf apPOL inh 2.3 and mHTT CaM bind 0.4.
Screening Cc1ccc(S(=O)(=O)N2CC(=O)Nc3ccccc32)cc1 returned Pf apPOL inh -1.5 and mHTT CaM bind -3.7.
COc1cc(NC(=O)C2CCN(c3cc(=O)n(C)c(=O)n3C)CC2)cc(OC)c1OC was read as Pf apPOL inh -2.9 and mHTT CaM bind 36.7.

Next part.
COc1cc(Cl)c(C)cc1NC(=O)Cc1cccs1 was read as Pf apPOL inh -3.7 and mHTT CaM bind -9.7.
Screening CCc1ccc2nc(NCc3ccccn3)sc2c1 returned Pf apPOL inh -19.9 and mHTT CaM bind -1.0.
COCCc1nc(C2CCCN(Cc3cccc(C#N)c3)C2)n[nH]1 (configuration not stated) was read as Pf apPOL inh 1.5 and mHTT CaM bind 8.4.
For Cc1ccccc1C1CN(C(=O)C(C)C)CC1C(=O)NCc1cccnc1 (configuration not stated) the results were Pf apPOL inh -0.6 and mHTT CaM bind 0.7.
`COc1ccc2sc(N(Cc3ccncc3)C(=O)Cc3ccc(F)cc3)nc2c1` gave Pf apPOL inh 3.4 and mHTT CaM bind 0.0.
Brc1ccc(C2=CC(c3ccco3)n3nnnc3N2)cc1 (configuration not stated) was read as Pf apPOL inh -5.2 and mHTT CaM bind 11.0.
`CC(=O)c1cccc(NC(=O)c2ccncc2)c1` gave Pf apPOL inh -3.7 and mHTT CaM bind 1.7.
Cc1cc(Nc2ccc(F)cc2F)nc(SCc2c(Cl)cccc2Cl)n1 was read as Pf apPOL inh -5.9.
`CC(=O)Oc1ccc(C(=O)O)cc1OC(C)=O` gave Pf apPOL inh -1.1 and mHTT CaM bind -1.2.
Clc1ccc(C2CC(c3ccccc3)Nc3ncnn32)cc1 (configuration not stated) was read as Pf apPOL inh -3.8 and mHTT CaM bind 11.3.
O=C1Cc2cc(NC(=O)Nc3ccccc3C(F)(F)F)ccc2N1 was read as Pf apPOL inh -0.4 and mHTT CaM bind 19.6.
`Cc1oc(C2CCN(C(=O)C3CCCO3)CC2)nc1C(=O)N(C)C` (configuration not stated) gave Pf apPOL inh -6.7 and mHTT CaM bind -4.6.
CC(=O)c1ccc(N=C2NC(=O)C(CO)(CO)S2)cc1 was read as Pf apPOL inh 4.4 and mHTT CaM bind -1.0.
For COc1ccccc1-n1nnc(C(=O)NCc2ccco2)c1N the results were Pf apPOL inh -5.4 and mHTT CaM bind 2.0.
`COc1cccc(NC(=O)CCc2cccc3[nH]ccc23)c1` gave Pf apPOL inh -4.8 and mHTT CaM bind 18.6.
Screening COc1cc(C)ccc1OCCOc1ccccc1C returned Pf apPOL inh -2.5 and mHTT CaM bind -66.7.
`CC(C)n1c(=O)c2c(ncn2Cc2cccc(F)c2)n(-c2ccc(F)cc2F)c1=O` gave Pf apPOL inh 2.5 and mHTT CaM bind 2.3.
Screening COCC(=O)Nc1ccc2c(c1)CN(Cc1ccccc1F)C(=O)C(C)O2 (configuration not stated) returned Pf apPOL inh -2.6 and mHTT CaM bind 2.8.
CC1=C(C(=O)OC(C)C)C(c2cc3c(cc2Br)OCO3)NC(=O)N1 (configuration not stated) was read as Pf apPOL inh 1.5 and mHTT CaM bind -1.7.
Screening COc1ccc(-c2cn3nc4c(nc3n2)[nH]c2ccc(OC(F)(F)F)cc24)cc1 returned Pf apPOL inh 3.7 and mHTT CaM bind 9.0.

Of the compounds above, 3 contain an aryl thioether with sulfur outside any ring:
`O=C1CCN(Cc2ccccc2)CCN1CCSc1ccccc1` gave Pf apPOL inh -6.9&-3.1 and mHTT CaM bind -2.4&14.5.
`C=CCn1c(SCc2ccc3c(c2)OCO3)nc2sc3c(c2c1=O)CCC3` gave Pf apPOL inh -6.6 and mHTT CaM bind -4.1.
Cc1cc(Nc2ccc(F)cc2F)nc(SCc2c(Cl)cccc2Cl)n1 was read as Pf apPOL inh -5.9.

(listing goes on)
Screening CCCNC(=O)C1CCCN(c2ncc(-c3ccc(C)cc3)cn2)C1 (configuration not stated) returned Pf apPOL inh -3.2 and mHTT CaM bind -11.0.
`CC(NC(=O)C1CCN(c2nccn3nc(-c4ccccc4)cc23)CC1)c1ccccc1` (configuration not stated) gave Pf apPOL inh 3.9 and mHTT CaM bind 49.1.
`Cc1ccccc1N=c1oc2cc(O)ccc2cc1C(N)=O` gave Pf apPOL inh 7.1 and mHTT CaM bind 12.0.
`CCOc1ccc2nc(NC(=O)c3ccc([N+](=O)[O-])cc3Cl)sc2c1` gave Pf apPOL inh 0.3 and mHTT CaM bind 4.0.
For CN1CCCN(Cc2cccc(Cl)c2)CC1 the results were Pf apPOL inh -12.9 and mHTT CaM bind 1.1.
For O=S(=O)(Cc1ccccc1)N1CCC(Nc2cccnc2)C1 (configuration not stated) the results were Pf apPOL inh -5.4 and mHTT CaM bind 2.1.
`O=C(Cn1nc2c(cc1=O)CCCC2)Nc1ccccc1` gave Pf apPOL inh -2.7 and mHTT CaM bind -5.6.
For O=C(Nc1ccc(F)cc1)N1CCN(Cc2ccccc2)CC1 the results were Pf apPOL inh 0.1.
For CC(C)S(=O)(=O)c1nc2ccccc2nc1N(C)Cc1ccccc1 the results were Pf apPOL inh 0.1 and mHTT CaM bind -8.0.
`CC1(C(=O)NCc2ccc(F)cc2)CCCN(C(=O)COc2ccccc2)C1` (configuration not stated) gave Pf apPOL inh 2.8 and mHTT CaM bind 2.6.
For COc1ccc(C(=O)N2CCCC(c3noc(-c4ccccc4OC)n3)C2)c(C)c1 (configuration not stated) the results were Pf apPOL inh -4.5 and mHTT CaM bind 17.3.
CCC1CCCCN1C(=O)c1cc2n(n1)C(C(F)(F)F)CC(c1ccccc1)N2 (configuration not stated) was read as Pf apPOL inh -1.5 and mHTT CaM bind 23.0.
`O=C1NC(=Nc2ccccc2)S/C1=C/c1ccc(O)c(O)c1` gave Pf apPOL inh -13.4 and mHTT CaM bind 43.0.
`Cc1cc(F)ccc1OCc1noc(-c2cccc(F)c2)n1` gave Pf apPOL inh 5.1 and mHTT CaM bind -60.6.
`O=C1C(c2sc3ccccc3c2O)=Nc2ccccc21` gave Pf apPOL inh 5.9 and mHTT CaM bind 29.0.
`COc1cccc(CNC(=O)C2(C)CCCN(C(=O)Cc3cccs3)C2)c1` (configuration not stated) gave Pf apPOL inh -4.3 and mHTT CaM bind -5.2.
CC(=O)Oc1ccc2c(c1)OC(=Cc1ccco1)C2=O was read as Pf apPOL inh -1.1 and mHTT CaM bind 5.5.
Screening CCc1onc(C)c1C1CCCN1C(=O)c1ccn(C)n1 (configuration not stated) returned Pf apPOL inh -1.5 and mHTT CaM bind -4.9.
`COc1ccc(-n2nc3c(c2NC(=O)c2cccc(F)c2)CSC3)cc1` gave Pf apPOL inh 2.9 and mHTT CaM bind 31.0.
`COc1ccccc1-c1nc2ccc(C)cn2c1NC(=O)C1CCCCC1` gave Pf apPOL inh -2.5 and mHTT CaM bind 1.7.
For CC1CCN(C(=O)C2CCc3sc(C(=O)N4CCOCC4)cc3C2)CC1 (configuration not stated) the results were Pf apPOL inh -7.4 and mHTT CaM bind 9.6.
Cc1ccccc1C(=O)NCc1nn(C)c2ccccc12 was read as Pf apPOL inh -1.1 and mHTT CaM bind -2.8.
COc1ccc(OC)c(-c2cn3ccn(-c4cc(C)cc(C)c4)c(=O)c3n2)c1 was read as Pf apPOL inh -6.2 and mHTT CaM bind 0.3.
Screening O=C1C2C3C=CC(CC3)C2C(=O)N1c1ccc(Br)cc1[N+](=O)[O-] (configuration not stated) returned Pf apPOL inh 0.3 and mHTT CaM bind 3.0.
`O=C(C1COc2ccccc2O1)N(Cc1ccsc1)Cc1ccccn1` (configuration not stated) gave Pf apPOL inh -5.7 and mHTT CaM bind -18.2.
`CC1CCN(Cc2csc(N3CCN(C(=O)c4ccc(C#N)cc4)CC3)n2)CC1` gave Pf apPOL inh -4.8 and mHTT CaM bind 16.5.
`COc1cccc(CNC(=O)C2CCN(c3cncnc3N3CCCC3)CC2)c1` gave Pf apPOL inh -0.4 and mHTT CaM bind 5.9.
`CCC(C)(C(=O)NC1CCCCC1)N(Cc1cccs1)C(=O)CNC(C)=O` (configuration not stated) gave Pf apPOL inh -4.9 and mHTT CaM bind -1.0.
For CC(Oc1ccc(C(C)(C)C)cc1)C(=O)Nc1ccc(Br)cc1 (configuration not stated) the results were Pf apPOL inh -3.3.
Screening COc1ccc(Nc2nc(Cl)nc(Nc3ccc(OC)c(OC)c3)n2)cc1OC returned Pf apPOL inh -5.5 and mHTT CaM bind 44.0.
Screening CCOc1ccccc1C1C(C#N)=C(N)Oc2cc(N)ccc21 (configuration not stated) returned Pf apPOL inh -1.6 and mHTT CaM bind 21.5.
O=C1Nc2ccccc2N(O)N1c1ccc([N+](=O)[O-])cc1Cl was read as Pf apPOL inh 0.8 and mHTT CaM bind 0.0.
For Cc1cccc(-c2nc(-c3ccc4c(c3)oc(=O)n4C)no2)c1 the results were Pf apPOL inh -4.3 and mHTT CaM bind 2.4.
For COc1ccc(C(=O)N2CCN(c3cc(C)ccc3OC)C(=O)C2C)cc1 (configuration not stated) the results were Pf apPOL inh 0.0 and mHTT CaM bind -6.5.
CCOc1cc(/C=C2/NC(=O)N(Cc3ccc(Cl)cc3)C2=O)cc(Cl)c1OCC(=O)O was read as Pf apPOL inh -2.7 and mHTT CaM bind 41.0.
Screening COc1ccc2oc(-c3noc(-c4ccccn4)n3)c(C)c2c1 returned Pf apPOL inh 0.4 and mHTT CaM bind -1.0.
`CCc1cc(CC)c(CO)c(CC)c1CO` gave Pf apPOL inh 5.1 and mHTT CaM bind -4.3.
`CCc1nc2c(c(=O)n1CC(=O)NCc1ccco1)CN(Cc1ccccc1)CC2` gave Pf apPOL inh -6.4 and mHTT CaM bind 9.3.
`CCN(CC)C(=O)Nc1cccc(Cl)c1` gave Pf apPOL inh -3.2 and mHTT CaM bind -4.5.
Cc1ccc(C(=O)Nc2ccccn2)cc1S(=O)(=O)N1CCOCC1 was read as Pf apPOL inh 1.5 and mHTT CaM bind -2.0.
`CCC(Sc1nc2n[nH]c(C)c2c(=N)n1-c1ccc(C)cc1)C(=O)N1CCCC1` (configuration not stated) gave Pf apPOL inh -2.0 and mHTT CaM bind 54.0*.
Screening COc1cc(/C(C#N)=C/c2ccc(Cl)cc2)c([N+](=O)[O-])cc1OC returned Pf apPOL inh 0.8 and mHTT CaM bind 14.5.
`Cc1ccccc1N1CCC(C(=O)NCc2ccccn2)C1=O` (configuration not stated) gave Pf apPOL inh -8.1 and mHTT CaM bind 21.4.
COc1ccc(C=CC(=O)c2cc(Cl)cc(Cl)c2O)c(OC)c1 was read as Pf apPOL inh 0.0 and mHTT CaM bind 5.2.
For Cc1ccc(NC(=O)c2ccccc2Cl)cc1C the results were Pf apPOL inh -0.3 and mHTT CaM bind -9.9.
Screening COc1cccc(-c2n[nH]c(C3CC3)c2NC(=O)C(C)(C)C)c1 returned Pf apPOL inh -1.5 and mHTT CaM bind 3.3.
CC(C)C1C(=O)N(Cc2cn(CCC3OCCCO3)nn2)CCS(=O)(=O)N1Cc1ccc(-c2ccncc2)cc1 (configuration not stated) was read as Pf apPOL inh -7.3 and mHTT CaM bind 16.6.
